High-throughput results deposited in PubChem by The Scripps Research Institute Molecular Screening Center.
CHO parental Ca = ATP-evoked calcium signal inhibitors, parental CHO, primary screen, counter-screen for OX1R antagonist project, cell-based, fluorescence, Fluo-8 calcium dye | parental CHO-K1, ATP-induced calcium, Fluo-8 fluorescence | inhibition, % at 5.6 µM | 0.63% of 330,000 active | AID 463079, 2010;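 active = inhibition above that plate's mean sample inhibition plus 3 SD, cut at about 26% in these data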;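 note: 0% = ATP-challenged DMSO wells and 100% = DMSO wells without ATP; some compounds past the cut are filed as inactive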
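material = parental CHO cells | also added = ATP as calcium-mobilizing challenge | dosing = single point at 5.6 µM | detection = intracellular calcium via Fluo-8 no-wash fluorescent dye | read-out = % inhibition | benchmarks = low control ATP plus DMSO, high control DMSO only | repeats = one well per compound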
CHO-K1 Ca antag = nonselective inhibitor or artifact in parental CHO-K1 cells. 0.6% of 360,000 active. AID 602250. ATP-induced calcium, Fluo-8 fluorescence. inhibition, % at 3 µM;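 active = inhibition above a per-plate cutoff, the plate's mean sample inhibition plus 3 SD, cut at about 24% in these data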;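 note: 0% = DMSO plus EC80 ATP and 100% = DMSO alone without ATP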
CHO-K1 Ca PAM = nonselective calcium activators in parental CHO-K1 cells, primary screen, counter-screen for M1 PAM project, cell-based, Fluo-8 calcium fluorescence, full deck, 1536-well; activation, % at 3 µM; ATP EC20; 0% at ATP EC20, 100% at ATP max; 0.02% of 360,000 active;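 active = activation above the run cutoff, the mean activation of all test compounds plus 3 SD, cut at about 40% in these data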;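 note: peak over basal fluorescence ratio in a 140 s read after ATP addition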
TAAR1 ag = human TAAR1 agonists, primary screen, Fluo-8 calcium fluorescence, CHO RD-HGA16 cells | vehicle wells 0%, saturating PEA agonist 100% | activation, % at 3 µM | 0.99% of 360,000 active | AID 624467, 2012;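 active = activation above the mean activation of all test compounds in the run plus 3 SD, cut at about 38% in these data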
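System: CHO-derived RD-HGA16 cells with stable Gα16 and human TAAR1 / Times: 17-24 h plating, Fluo-8 75 min 37 °C, 30 min RT / Technique: calcium-sensitive Fluo-8 signal, excitation 470-495, emission 515-575 nm / Measure: % activation relative to PEA EC100 response / Benchmarks: DMSO and PEA EC100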
CHO-K1 Ca ag = counter-screen for M1 agonists: effect in parental CHO-K1 cells. Fluo-8 calcium fluorescence; scaled to maximal ATP response, vehicle zero. activation, % at 3 µM. 0.48% of 360,000 active. AID 602248, 2012; in the data active = activation above about 15%;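 note: untransfected CHO-K1 host cells lacking M1 receptor as counterscreen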
TAAR1 antag = human TAAR1 antagonists, primary screen, Fluo-8 calcium fluorescence, CHO RD-HGA16 cells | AID 624466, 2012 | Trace amine-associated receptor 1 (Homo sapiens), Q96RJ0 | 1.5% of 360,000 active | inhibition, % at 3 µM | antagonist;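 active = inhibition above a per-plate cutoff, the mean inhibition of test compounds on that plate plus 3 SD, cut at about 49% in these data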;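 note: 0% = DMSO plus EC80 beta-PEA response and 100% = DMSO alone without agonist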
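Test system: hTAAR1-expressing CHO RD-HGA16 cells, Gα16-coupled; Probe or stimulus: EC80 β-phenethylamine stimulus; Compound dosing: single nominal final test compound concentration of 3 µM; Timing: 140 s kinetic read after compound, 140 s after agonist; Signal: Fluo-8 calcium-sensitive fluorescence; Measure: % inhibition of agonist calcium response; Controls: DMSO and EC80 PEA controls.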
OXTR potentiator = human OXTR potentiators, primary screen, fluorescence, CHO-OTR cells, Fluo-8 calcium; Fluo-8 calcium fluorescence, potentiator mode; 0% = oxytocin EC15, 100% = EC100; activation, % at 3 µM; 0.061% of 320,000 active; AID 2445, 2010;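 active = activation above that plate's cutoff, the mean activation of tested compounds plus 3 SD, cut at about 6.6% in these data, passing the limit was not always enough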;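 note: 100% uses oxytocin at 75 nM as the full agonist control; some results filed as inactive read as strong as hits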
Target sequence (P30559 whole entry, looked up): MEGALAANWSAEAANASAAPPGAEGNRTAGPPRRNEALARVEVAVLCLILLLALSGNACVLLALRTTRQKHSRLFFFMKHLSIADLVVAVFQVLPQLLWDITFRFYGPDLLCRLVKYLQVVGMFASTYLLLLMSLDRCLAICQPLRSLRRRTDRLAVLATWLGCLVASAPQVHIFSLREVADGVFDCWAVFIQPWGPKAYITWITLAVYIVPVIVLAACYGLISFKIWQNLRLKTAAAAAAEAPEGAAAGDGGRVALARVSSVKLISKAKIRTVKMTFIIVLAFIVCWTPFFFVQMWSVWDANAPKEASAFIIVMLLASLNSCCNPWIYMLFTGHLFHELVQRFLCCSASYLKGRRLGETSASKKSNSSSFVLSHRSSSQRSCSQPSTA
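test system = CHO-OTR cells, human receptor | compound = single-point 3.0 µM | schedule = 6 min compound pre-incubation at room temperature, 100 s kinetic read | signal = Fluo-8 no-wash calcium dye fluorescence, excitation 470-495 nm, emission 515-575 nm | repeats = single well per compound, singlicate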
V1aR counter = agonists of human V1a receptor, primary screen, counter-screen for OXTR agonist project, fluorescence, CHO-V1R cells. 0.25% of 320,000 active. AID 2797, 2010. Fluo-8 calcium fluorescence, agonist mode; 0% DMSO, 100% 3 nM vasopressin. activation, % at 3 µM;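 active = activation above the mean activation of all tested compounds plus 3 SD, per screening run, cut at about 20% in these data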;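 note: signal is peak over basal fluorescence ratio across a 100 second FLIPR read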
CHRM1 agonist = human M1 muscarinic receptor agonists, primary screen, Fluo-8 calcium fluorescence, CHO-K1 cells, HTS | Muscarinic acetylcholine receptor M1 (Homo sapiens), P11229 | CHO-K1 hM1, agonist mode; 0% DMSO, 100% acetylcholine EC100 | activation, % at 3 µM | 0.33% of 360,000 active | AID 588814, 2011;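 active = activation above the run's mean compound activation plus 3 SD, cut at about 16% in these data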;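 note: peak over basal fluorescence ratio within a 140 s kinetic read after compound addition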
Target sequence (P11229 whole entry, looked up): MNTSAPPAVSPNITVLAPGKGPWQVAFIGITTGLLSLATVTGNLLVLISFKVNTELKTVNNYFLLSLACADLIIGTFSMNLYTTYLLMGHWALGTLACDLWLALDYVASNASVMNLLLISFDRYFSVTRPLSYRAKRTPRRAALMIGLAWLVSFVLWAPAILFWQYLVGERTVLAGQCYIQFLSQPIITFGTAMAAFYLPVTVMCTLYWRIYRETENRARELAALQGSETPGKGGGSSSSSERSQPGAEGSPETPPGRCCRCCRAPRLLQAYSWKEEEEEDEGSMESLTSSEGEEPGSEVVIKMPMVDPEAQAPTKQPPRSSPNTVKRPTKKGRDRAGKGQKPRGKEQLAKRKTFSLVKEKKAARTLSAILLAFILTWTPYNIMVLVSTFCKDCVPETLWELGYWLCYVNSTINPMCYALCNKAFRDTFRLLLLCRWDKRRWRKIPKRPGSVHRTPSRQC
Starred values were filed as active, the others as inactive; . = not tested or not shown.

SMILES	CHO parental Ca	CHO-K1 Ca antag	CHO-K1 Ca PAM	TAAR1 ag	CHO-K1 Ca ag	TAAR1 antag	OXTR potentiator	V1aR counter	CHRM1 agonist
O=C(CCN1C(=O)/C(=C/c2ccccc2F)SC1=S)N[C@@H](CO)Cc1ccccc1	-13	-1	-1	6	2.1	13	-12	5.2	0
C[C@H](NC(=O)c1nc[nH]c1C(=O)N1CCc2ccccc2C1)c1ccccc1	-23	-17	18	16	0.8	-16	-2	0.0	-6
Cc1ccc(-c2cn3cccc(C)c3n2)cc1	.	-1	-6	-4	-0.9	-22	.	.	-6
CCn1cc(C(=O)OCC(=O)Nc2cccc(Cl)c2Cl)c(=O)c2ccc(C)nc21	-22	-5	14	2	4.9	4	-3	-0.9	-4
CC(=O)c1c(C)[nH]c(C(=O)N2CCN(S(=O)(=O)c3ccc(C)cc3C)CC2)c1C	-25	-18	21	0	6.0	5	3	4.1	-4
CCCC(c1nnnn1CCOC)N1CCN(C(=O)c2ccco2)CC1 (configuration not stated)	-5	-7	10	7	0.2	6	-6	-0.2	-4
CS(=O)(=O)Nc1ccccc1C(=O)NCCSCc1ccccc1	-13	-5	18	11	3.0	5	-9	-0.4	-6
Cn1nnc(C(O)CN2CCOCC2)n1 (configuration not stated)	-14	-6	2	4	0.0	-3	-8	-0.2	1
Cc1cccc(C)c1C(O)c1ncc(-c2ccc(F)cc2)[nH]1 (configuration not stated)	.	1	3	.	1.0	.	.	.	-3
C=CCC1[C@H](C)[C@H]2[C@@H]3CC[C@@H](C3)[C@H]2CN1S(=O)(=O)c1ccc(C)cc1 (some centres not stated)	-20	-30	26	-1	-0.4	-12	.	.	-6
C=CCNC(=O)c1cnc2n(c1=O)CCS2	2	-1	5	6	-0.2	-33	-4	-0.5	-2
COc1ccc(O)c(/C=N/NC(=O)CCC(=O)Nc2ccc(C)cc2)c1	-9	-6	5	4	-0.1	-1	-15	0.8	-4
CCN1C(=O)C2C(C1=O)N1C(c3cccs3)C3C(=O)N(CC)C(=O)C3N1C2c1cccs1 (configuration not stated)	-19	0	12	7	0.5	2	-4	1.2	-3
O=C(O)CCc1nnc(SCC(=O)Nc2ccc(Br)cc2)[nH]c1=O	-4	-7	14	12	4.8	4	-11	1.1	-7
COc1cccc(C(=O)COc2ccc3ccc(=O)oc3c2)c1	-9	-2	-5	1	0.8	11	-4	0.8	-6
Cc1ccc(NC(=O)Cc2noc3ccccc23)c(C)c1	-11	-6	9	2	0.9	10	2	-0.2	-7
CC(C)OP(=O)(OC(C)C)/C(C=O)=N\Nc1ccc([N+](=O)[O-])cc1	-22	7	-13	-1	1.9	-39	-6	-0.5	-4
CN(Cc1ccc(F)cc1)C(=O)c1ccc(NC(=O)CC2SC(N3CCCC3)=NC2=O)cc1 (configuration not stated)	-3	-5	6	1	-0.3	-10	-8	0.6	0
COC(=O)c1c(NC(=O)CCCC(=O)O)sc2c1CCCCC2	-5	3	-10	3	-0.7	-9	-2	1.1	0
COc1cc2c(cc1OC)[C@@H]1Cc3cc4c(cc3[C@H](C2)N1C)OCO4	-11	-16	12	8	1.2	10	-5	-0.1	-1
Nc1nc2c(s1)C(=O)CCC2	-15	-8	13	13	0.6	1	-1	1.9	0
CCOC(=O)C1=C(C)N(CCCC(=O)O)C(=O)NC1c1ccccc1OS(=O)(=O)c1ccc(C)cc1 (configuration not stated)	-12	-14	16	.	0.6	.	1	-1.2	-6
O=C(c1cccc(S(=O)(=O)N2CCOCC2)c1)N1CCN(c2ncccn2)CC1	.	11	-9	3	0.6	-15	.	.	8
CCOc1cc(C2C3=C(CCCC3=O)N(CCC(=O)O)C3=C2C(=O)CCC3)ccc1OS(=O)(=O)c1ccc(C)cc1	-6	-15	5	12	0.2	-6	-8	0.2	-4
Cc1nnc(SCC(=O)N2CC(=O)Nc3ccccc32)n1C	0	-1	15	20	0.6	1	6	-0.4	-3
COc1cc(Cn2nnc3ccccc32)cc(Br)c1O	-8	-13	20	2	2.5	-2	-3	1.8	-8
Cc1ccc(/C=N/NC(=O)C[n+]2ccccc2)s1	-2	6	1	2	0.0	-17	2	-0.5	-7
CC1(C)C(=O)OC(c2cccs2)C(C)(C)C1=O (configuration not stated)	-3	16	-5	7	1.0	-12	-3	0.9	-6
O=C(/C=C/c1ccccc1Cl)OCC(=O)c1ccc[nH]1	-10	1	-11	15	2.1	10	-8	0.9	4
CCSc1nnc(NC(=O)CC)s1	3	-5	18	0	-0.2	7	-2	0.8	16*

Compound profiles (already shown). Order of values: CHO parental Ca	CHO-K1 Ca antag	CHO-K1 Ca PAM	TAAR1 ag	CHO-K1 Ca ag	TAAR1 antag	OXTR potentiator	V1aR counter	CHRM1 agonist
Record of COc1cc(Cn2nnc3ccccc32)cc(Br)c1O : -8	-13	20	2	2.5	-2	-3	1.8	-8
Record of CC(C)OP(=O)(OC(C)C)/C(C=O)=N\Nc1ccc([N+](=O)[O-])cc1 : -22	7	-13	-1	1.9	-39	-6	-0.5	-4

Next section:
SMILES	CHO parental Ca	CHO-K1 Ca antag	CHO-K1 Ca PAM	TAAR1 ag	CHO-K1 Ca ag	TAAR1 antag	OXTR potentiator	V1aR counter	CHRM1 agonist
CS(=O)(=O)NCc1nnc(SCC(=O)NC2CCCCC2)n1-c1ccc(F)cc1	-13	-2	-4	8	-0.3	-38	4	0.8	-2
C=C1C(=O)OC2CC1C(O)CC(C)=CCCC(C)=CC(O)CC2C (configuration not stated)	.	-21	24	1	1.2	-5	.	.	5
Cc1cc(Cl)c2oc(C(=O)N(C)CCc3cnn(C)c3)c(C)c2c1	-28	-12	32	1	1.4	-13	-3	1.9	-2
CCCc1nc2ccc(N)cc2c(=O)n1Cc1ccccc1Cl	-23	-9	-1	-1	-0.3	-20	-4	-0.4	-4
O=C(NCCCN1CCCCCC1)c1ccc(N2CCCC2=O)cc1	-10	-1	7	1	0.5	-3	-7	0.8	-5
c1ccc(C2=NCCCO2)cc1	.	-9	-6	3	0.0	-19	.	.	-5
CCc1ccc(OCC(O)Cn2c(N3CCCCC3)nc3c2c(=O)[nH]c(=O)n3C)cc1 (configuration not stated)	-8	3	-5	9	2.0	4	-11	-0.1	0
COC(=O)c1[nH]c2cc(OC)ccc2c1NC(=O)c1nonc1C	-8	-4	0	9	-0.1	6	-3	-1.6	-5
Cc1nc2ccccc2c(=O)n1/N=C/c1ccccc1O	-3	-6	12	-2	2.3	7	-2	1.1	-2
O=C(C1CCCCC1)N(Cc1ccccc1)c1ccccn1	-11	-9	18	0	1.1	9	-13	0.7	-1
OC[C@@H]1CCCN1Cc1nc(-c2cccs2)no1	-8	1	9	2	0.0	4	-3	0.4	-8
CCOc1ccc(N(CC(=O)NCc2ccc(OC)cc2)S(=O)(=O)c2c(C)[nH]c(=O)[nH]c2=O)cc1	-5	-12	8	2	-0.1	-22	-6	4.0	2
CCOC(=O)c1sc2nc(N3CCOCC3)c3c(c2c1N)CCCC3	-8	-11	15	12	-0.1	-3	-11	0.2	-2
COc1ccc(S(=O)(=O)Nc2cccc3c2O[C@H](CN(C)S(=O)(=O)c2ccc(Cl)cc2)[C@H](C)CN([C@H](C)CO)C3=O)cc1	-15	-13	8	14	0.7	12	-8	1.1	-6
CCOC(=O)c1c(C)cc(C)[nH]c1=O	-4	1	23	14	-0.5	3	-5	1.8	1

4 compounds from above, ordered by their value in OXTR potentiator, ascending.
Structure	OXTR potentiator
O=C(C1CCCCC1)N(Cc1ccccc1)c1ccccn1	-13
CCOC(=O)c1sc2nc(N3CCOCC3)c3c(c2c1N)CCCC3	-11
CCOC(=O)c1c(C)cc(C)[nH]c1=O	-5
CCCc1nc2ccc(N)cc2c(=O)n1Cc1ccccc1Cl	-4

Next records follow:
SMILES	CHO parental Ca	CHO-K1 Ca antag	CHO-K1 Ca PAM	TAAR1 ag	CHO-K1 Ca ag	TAAR1 antag	OXTR potentiator	V1aR counter	CHRM1 agonist
CCCOC(=O)c1ccc(OCC(O)CN2C(=O)NC(C)(C)C2=O)cc1 (configuration not stated)	99*	4	-5	8	1.2	-4	-9	1.4	-3
Cn1c(=O)oc2cc(S(=O)(=O)Nc3ccc4c(c3)OCO4)ccc21	4	1	7	10	1.0	10	-1	4.2	-3
CCOC(=O)CNC(=O)OC1CCN2Cc3ccccc3N=C12 (configuration not stated)	0	3	-4	0	0.1	-9	-12	0.0	-8
COc1ccc(S(=O)(=O)n2cnc3cc(C)c(C)cc32)cc1C	1	-12	17	1	11	4	-11	3.7	-4
COc1ccc(Cl)cc1C(=O)N1CCC2(CC1)CC(=O)c1ccccc1O2	-29	-1	4	13	2.6	12	-3	4.3	1
CS(=O)(=O)c1ccc(Cl)c(C(=O)Nc2ccc3nc(N4CCOCC4)sc3c2)c1	-18	-11	4	13	2.7	14	7	1.7	-6
CCOc1cc(C(=O)N/N=C/c2ccoc2)cc(OCC)c1OCC	.	14	-9	-1	7.1	-1	.	.	-5
Cc1ccc(C)c(NC(=O)CSc2nc3[nH]ncc3c(=O)[nH]2)c1	-3	-3	11	5	1.0	1	-3	0.0	-2
CCCc1cc(C(=O)NNC(=S)Nc2cccc(C)c2)cs1	-21	-8	17	0	1.8	0	-3	1.1	-6
COc1ccc(C(=O)NCCS(=O)(=O)N2CCN(Cc3ccccc3)CC2)cc1	-21	-17	20	2	2.7	-8	1	-0.7	-3
COc1ccc(C(O)c2nc(-c3ccccc3C)cs2)cc1 (configuration not stated)	.	1	5	5	1.8	4	.	.	0
C/C(=N/NS(=O)(=O)c1ccc(C)cc1)c1ccc(NC(=O)C(F)(F)F)cc1	0	-1	14	15	14	-5	-9	12	10
Cc1ccc(NC(=O)CCCC(=O)O)c(-c2nc3ccccc3[nH]c2=O)c1	-16	-1	18	1	0.1	-19	-7	0.1	-3
CC(C)C(=O)N=c1sc2cccc(F)c2n1C	-15	-13	14	-2	-0.5	-5	-8	-1.6	-7
CCN(CC)c1ccc(C2C(C(=O)Nc3ccccn3)=C(C)NC3=C2C(=O)CC(C)(C)C3)cc1 (configuration not stated)	-24	-9	6	5	1.1	1	-1	1.2	-4
CCOC(=O)COc1ccccc1/C=C\[N+](=O)[O-]	20	-1	20	.	1.9	.	-1	1.7	-9
CCOc1ccc(C(C)=O)cc1NC(=O)/C=C\C(=O)O	1	-16	15	2	-0.2	-7	4	0.7	-1
